Assay outcomes deposited in PubChem by National Center for Advancing Translational Sciences (NCATS).
D1 PAM: potentiators of human D1 dopamine receptor | 360,000 compounds, 0.036% hits | potentiation, % at 10 µM | P21728 | HEK293 TREx D1 cells, calcium flux, dopamine EC20 potentiation; in the data active means potentiation above about 30%; further: 0% is about no effect
Target sequence (P21728 whole entry, looked up): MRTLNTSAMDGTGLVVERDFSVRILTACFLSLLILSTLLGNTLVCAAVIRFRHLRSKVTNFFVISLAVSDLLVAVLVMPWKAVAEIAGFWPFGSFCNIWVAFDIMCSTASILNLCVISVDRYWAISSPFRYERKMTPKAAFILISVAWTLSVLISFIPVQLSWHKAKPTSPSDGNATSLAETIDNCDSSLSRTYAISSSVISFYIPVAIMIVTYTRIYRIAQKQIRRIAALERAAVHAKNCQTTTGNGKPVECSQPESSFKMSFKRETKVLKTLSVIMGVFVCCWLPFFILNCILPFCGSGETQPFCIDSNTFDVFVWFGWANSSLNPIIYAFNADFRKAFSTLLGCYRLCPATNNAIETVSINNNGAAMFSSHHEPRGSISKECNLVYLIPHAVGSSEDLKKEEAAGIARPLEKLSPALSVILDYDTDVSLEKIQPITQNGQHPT
RXFP1 antag: RXFP1 (human) relaxin receptor antagonism. 350,000 compounds, 0.59% hits. Q9HBX9. activity change, negative = inhibition, % at 57.5 µM. HEK293-RXFP1, relaxin-stimulated cAMP HTRF, 30 min; active compounds read low;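 active means activity change of -60% or lower, but not beyond a set lower limit; inconclusive means change between -60% and -40%, or beyond the set limit; inactive means change above -40%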; further: on the % scale 0 is the no-effect control and ±100 the full control effect
TRHR agonist: agonists of human TRH receptor. P34981. TRHR cells, calcium flux fluo-8, FDSS agonist mode. activation, % at 2 µM. 360,000 compounds, 0.18% hits. AID 493084; further: 0% is about no effect
Target sequence (P34981 whole entry, looked up): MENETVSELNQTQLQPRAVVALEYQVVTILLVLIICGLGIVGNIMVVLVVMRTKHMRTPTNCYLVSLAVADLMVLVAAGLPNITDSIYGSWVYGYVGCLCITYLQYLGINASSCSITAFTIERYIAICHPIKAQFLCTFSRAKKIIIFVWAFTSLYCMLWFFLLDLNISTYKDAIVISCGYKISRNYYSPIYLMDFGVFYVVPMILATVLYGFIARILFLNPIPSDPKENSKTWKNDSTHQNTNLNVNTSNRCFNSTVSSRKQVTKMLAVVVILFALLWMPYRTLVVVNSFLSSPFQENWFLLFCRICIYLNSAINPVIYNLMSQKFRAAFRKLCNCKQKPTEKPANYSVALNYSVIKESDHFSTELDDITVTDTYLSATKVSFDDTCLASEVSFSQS
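Read-out: compound-evoked intracellular calcium rise in TRHR cells, fluo-8 dye, kinetic FDSS fluorescence at 1 s/cycle following a 10-cycle baseline. Cells cultured overnight before dye loading (30 min–1.5 h, RT).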
D1 antag: antagonists of human D1 dopamine receptor; 360,000 compounds, 3.2% hits; activity change, negative = inhibition, % at 10 µM; HEK293 TREx D1 cells, calcium flux, dopamine EC80; active compounds read low; P21728; in the data active means activity change below about -30%; further: on the % scale 0 is the no-effect control and ±100 the full control effect
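Antagonism measured as reduced calcium response to an EC80 dopamine addition following 180 s compound pre-read; cells were inducible HEK293 Trex D1 plated overnight at 30 C, read kinetically at 1 cycle/sec.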
D2 ag: agonists of human D2 dopamine receptor; P14416; HEK293 T-REx D2 cells, calcium flux agonist mode; activation, % at 2 µM; 340,000 compounds, 0.53% hits;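 active means activation over 3 SD above normal in the single-dose calcium agonist read, cut at about 30% in these data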; further: 0% is about no effect
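Tetracycline-induced HEK293 T-REx cells with force-coupled D2 receptor, plated overnight at 30 C, loaded with no-wash calcium dye. After a 10 s baseline, compound was pin-added and calcium flux read kinetically for 180 s; calcium rises flagged agonists.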
D1 ag: agonists of human D1 dopamine receptor. P21728. HEK293 T-REx D1 cells, calcium flux, agonist mode. activation, % at 2 µM. 360,000 compounds, 1% hits. AID 504660; further: 0% is about no effect
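Agonism was scored from calcium flux recorded over 180 s (1 read/s) after pintool compound addition, following a 10-cycle baseline. Cells were inducible force-coupled HEK293 TREx D1, plated overnight at 30 C and loaded with no-wash calcium dye.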
D2 antag: D2 dopamine receptor (human) antagonism. HEK293 TREx D2 cells, calcium flux, dopamine EC80. inhibition, % at 10 µM. 340,000 compounds, 2% hits. AID 485344; in the data active means inhibition above about 30%; further: 0% is about no effect
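HEK293 T-REx D2 cells, tet-induced, calcium dye no-wash. Cpd pintool add, 180 s kinetic, then EC80 DA, 180 s kinetic. Ca flux read.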
D2 potentiator: positive allosteric modulators of human D2 dopamine receptor; AID 485347; HEK293 T-REx D2, calcium flux, EC20 dopamine potentiation; 340,000 compounds, 0.34% hits; P14416; potentiation, % at 10 µM;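 active means potentiation over 3 SD above the plate norm, cut at about 30% in these data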; further: 0% is about no effect
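Potentiation of an EC20 dopamine calcium response measured kinetically over 180 s, after a preceding 180 s compound-only read flagging agonists. Cells: inducible Hek293 Trex D2 line, 4000/well, cultured overnight at 30 C before dye loading.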
TRHR enhancer: allosteric enhancers of human TRH receptor; P34981; TRHR cells, fluo-8 calcium fluorescence, EC20 TRH enhancement; enhancement, % at 2 µM; 360,000 compounds, 0.66% hits; AID 493056; in the data active means enhancement above about 30%; further: 0% is about no effect
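Enhancer read-out: after compound pinning and an initial kinetic agonist-mode read, an EC20 of TRH (10 nM final) was injected and fluo-8 calcium signal (Ex 480/Em 530) followed at 1 s/cycle for 100 cycles in TRHR-expressing cells.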
* marks the source's active call; other numbers are inactive results; & = joins results of further samples. Unless noted, no stated cut-off is given here; in the data, active means activation above about 30%; inactive means the rest.

Screening COc1ccc(S(=O)(=O)NC(CC(=O)O)c2ccco2)cc1 (configuration not stated) returned D1 PAM 2, RXFP1 antag 0, TRHR agonist -0.2, D1 antag 4, D2 ag 0.7, D1 ag 2, D2 antag -9, D2 potentiator -1 and TRHR enhancer 9.
`NS(=O)(=O)c1ccc(NC(=O)CN2C(=O)COc3ccc(Cl)cc32)cc1` gave D1 PAM -6, RXFP1 antag -11, TRHR agonist -0.5, D1 antag -3, D1 ag -2, D2 potentiator -10 and TRHR enhancer -6.
Oc1oc(-c2ccccc2)nc1/C=N/c1ccccn1 was read as D1 PAM -4, RXFP1 antag -13, TRHR agonist -0.2, D1 antag 12, D2 ag 0.3, D1 ag 1, D2 antag -4, D2 potentiator 1 and TRHR enhancer -1.
For Cc1ccc(-c2csc(N3CCC(NS(=O)(=O)c4ccc5c(c4)OCCO5)CC3)n2)cc1 the results were D1 PAM -4, RXFP1 antag -6, TRHR agonist 0.0, D1 antag 3, D2 ag -0.4, D1 ag 9, D2 antag 0, D2 potentiator 27 and TRHR enhancer 8.
Cc1c(Cl)cccc1NS(=O)(=O)c1cccc2nsnc12 was read as D1 PAM 4, RXFP1 antag -4, TRHR agonist 0.6, D1 antag -29, D2 ag -1.0, D1 ag 3, D2 antag -9, D2 potentiator 4 and TRHR enhancer -11.
Cc1ccc(S(=O)(=O)N(CC(O)CN2CCCC2)c2ccccc2)cc1 (configuration not stated) was read as D1 PAM -5, RXFP1 antag -13, TRHR agonist 0.3, D1 antag -22, D2 ag -0.7, D1 ag 1, D2 antag 16, D2 potentiator -20 and TRHR enhancer 0.
CCCCn1c(=O)c(C(=O)OCC)c(O)c2ccccc21 was read as D1 PAM -1, RXFP1 antag -6, TRHR agonist -1.3, D1 antag -7, D2 ag 1.3, D1 ag 0, D2 antag 38*, D2 potentiator 8 and TRHR enhancer 6.
For Cc1ccc(NC(=O)CN(C)Cc2ccc(Cl)cc2)cc1 the results were D1 PAM -6, RXFP1 antag -3, TRHR agonist -0.4, D1 antag -21, D2 ag -0.9, D1 ag 1, D2 antag 21, D2 potentiator -22 and TRHR enhancer 3.
For CCn1c(SCC(=O)OC)nnc1-c1ccccc1 the results were D1 PAM -2, RXFP1 antag -20, TRHR agonist 0.2, D1 antag -2, D1 ag 1, D2 potentiator 18 and TRHR enhancer -2.
`COC(=O)c1c(C)oc(C)c1S(=O)(=O)N1CCCCC1` gave D1 PAM 2, RXFP1 antag 0, TRHR agonist -1.1, D1 antag 2, D2 ag 0.2, D1 ag 1, D2 antag 8, D2 potentiator -2 and TRHR enhancer -1.
Screening O=c1c2[nH]c3ccc(F)cc3c2ncn1CC1CCCO1 (configuration not stated) returned D1 PAM -3, RXFP1 antag 0, TRHR agonist 0.1, D1 antag -9, D2 ag 1.5, D1 ag 1, D2 antag -6, D2 potentiator 14 and TRHR enhancer 3.
CN(C(=O)c1ccccc1)C1c2c(ccc3ccccc23)OCC1CO (configuration not stated) was read as D1 PAM 5, RXFP1 antag -2, TRHR agonist -0.4, D1 antag 24, D2 ag -3.6, D1 ag 1, D2 antag -19, D2 potentiator 14 and TRHR enhancer 2.
`CCCC(C(=O)Nc1ccc(S(=O)(=O)Nc2nccs2)cc1)c1ccccc1` (configuration not stated) gave D1 PAM -4, RXFP1 antag -10, TRHR agonist -0.2, D1 antag 14, D1 ag 4 and TRHR enhancer -13.
`COc1ccc(C(=O)COC(=O)CNC(=O)c2ccc(Cl)cc2Cl)c(OC)c1` gave D1 PAM -4, RXFP1 antag 10, TRHR agonist -0.3, D1 antag -9, D2 ag -1.0, D1 ag 5, D2 antag 5, D2 potentiator -3 and TRHR enhancer -8.
Screening COc1ccccc1CC(=O)Nc1ccc2c(c1)CCC2 returned D1 PAM -1, RXFP1 antag 7, TRHR agonist -0.3, D1 antag -4, D2 ag 0.6, D1 ag 2, D2 antag -15, D2 potentiator -14 and TRHR enhancer -6.
Screening COc1ccc(OCC(=O)Nc2nonc2NC(=O)COc2ccc(OC)cc2)cc1 returned D1 PAM -3, RXFP1 antag -14, TRHR agonist -0.4, D2 ag 4.4, D1 ag 4, D2 antag 11, D2 potentiator -4 and TRHR enhancer 6.
Screening Cn1c(=O)c2c(nc(NCc3cccnc3)n2Cc2ccccc2Cl)n(C)c1=O returned D1 PAM 17, RXFP1 antag 0, TRHR agonist -0.1, D1 antag -3, D2 ag -1.4, D1 ag 1, D2 antag 13, D2 potentiator -14 and TRHR enhancer 3.
COc1cc(NC(=O)CN(C)C2CCCCC2)c(C)cc1[N+](=O)[O-] was read as D1 PAM -11, RXFP1 antag -5, TRHR agonist -1.0, D1 antag -74*, D2 ag -1.5, D1 ag 0, D2 antag 0, D2 potentiator 6 and TRHR enhancer -3.
Screening CCn1c(SCC(=O)c2c(N)n(C)c(=O)n(C)c2=O)nnc1-c1ccccc1 returned D1 PAM -11, TRHR agonist 8.2, D1 antag -8, D2 ag 1.4, D1 ag 0, D2 antag 22, D2 potentiator 19 and TRHR enhancer 2.
Screening COc1ccccc1N1CCN(c2ccc(=O)n(CC(=O)NCc3ccc(F)cc3)n2)CC1 returned D1 PAM 2, RXFP1 antag 1, TRHR agonist -0.4, D1 antag 16, D2 ag -0.1, D1 ag -1 and TRHR enhancer 11.
For COc1cc(OC)c(C2=Nc3ccc(Br)cc3C(c3ccccc3)N2CC(=O)NN)cc1OC (configuration not stated) the results were D1 PAM -3, RXFP1 antag -5, TRHR agonist -0.7, D1 antag -3, D2 ag 0.1, D1 ag 5, D2 antag 78*, D2 potentiator -19 and TRHR enhancer 16.
`CCOc1ccc(OCc2ccc(C(=O)N3CCCCC3)o2)cc1` gave D1 PAM -8, RXFP1 antag 2, TRHR agonist -2.5, D1 antag -16, D2 ag -0.5, D1 ag 10, D2 antag 8, D2 potentiator 12 and TRHR enhancer -5.
Screening CC(=O)Nc1cccc(OCC(=O)/C=C2\N(C)c3ccccc3C2(C)C)c1 returned D1 PAM -5, RXFP1 antag inconclusive, TRHR agonist -0.1, D1 antag -35*, D2 ag -1.1, D1 ag 11, D2 antag -3, D2 potentiator -10 and TRHR enhancer -5.
CC(C)CCNC(=O)CN(C)S(=O)(=O)c1cccc2nsnc12 was read as D1 PAM -3, RXFP1 antag 7, TRHR agonist 0.2, D1 antag -9, D2 ag -0.1, D1 ag 2, D2 antag 1, D2 potentiator 3 and TRHR enhancer 4.
For COc1ccc(C2=NN(C(=O)CSc3nc(=O)n4cc(C)ccc4n3)C(c3ccc(C)cc3)C2)cc1 (configuration not stated) the results were D1 PAM 7, RXFP1 antag -9, TRHR agonist 0.2, D1 antag 5, D2 ag 0.0, D1 ag 2, D2 antag 41*, D2 potentiator -6 and TRHR enhancer 1.
O=C(CC1NCCN(Cc2ccccc2)C1=O)Nc1ccc(Cl)cc1 (configuration not stated) was read as D1 PAM -1, RXFP1 antag 0, TRHR agonist 0.0, D1 antag -7, D2 ag -2.1, D1 ag 12, D2 antag -4, D2 potentiator 1 and TRHR enhancer -4.
Screening O=c1c2[nH]c3cccc(Cl)c3c2ncn1Cc1ccncc1 returned D1 PAM 0, RXFP1 antag -4, TRHR agonist -0.5, D1 antag 8, D2 ag 0.5, D1 ag -1, D2 antag 3, D2 potentiator -4 and TRHR enhancer 1.
COC(=O)N/N=C/c1cc(C)n(-c2ccccc2)c1C was read as D1 PAM -3, RXFP1 antag -2, TRHR agonist -0.4, D1 antag -20, D1 ag 4 and TRHR enhancer -3.
`CCN(CC(=O)NCc1cccs1)S(=O)(=O)c1ccc([N+](=O)[O-])cc1` gave D1 PAM -9, RXFP1 antag 14, TRHR agonist -0.5, D1 antag -6, D2 ag 0.7, D1 ag 2, D2 antag -14, D2 potentiator 2 and TRHR enhancer -3.
`O=C(Nc1ccc(Cl)c(Cl)c1)c1cc(S(=O)(=O)N2CCN(c3cccc(Cl)c3)CC2)ccc1F` gave D1 PAM 0, RXFP1 antag -6, TRHR agonist 0.9, D1 antag 17, D2 ag 0.8, D1 ag 4, D2 potentiator -9 and TRHR enhancer 3.
Screening COCCNC(=O)COC(=O)c1[nH]c(C)c(C(C)=O)c1C returned D1 PAM -4, RXFP1 antag 1, TRHR agonist 0.3, D1 antag 3, D2 ag 1.1, D1 ag 3, D2 antag -3, D2 potentiator 3 and TRHR enhancer 2.
Cc1cc(C)n2nc(C(=O)Nc3nnc(C4CC4)s3)nc2n1 was read as D1 PAM -5, RXFP1 antag -3, TRHR agonist -0.5, D1 antag -11, D2 ag 0.3, D1 ag 3, D2 antag 1, D2 potentiator -1 and TRHR enhancer 21.
Cc1cc(CSc2ccccc2)ccc1NC(=O)c1ccc(CN2CCOCC2)cc1 was read as D1 PAM 1, RXFP1 antag -3, TRHR agonist 1.8, D1 antag -31*, D2 ag 2.2, D1 ag 30, D2 antag 9, D2 potentiator 16 and TRHR enhancer -6.
Screening COc1ccc(S(=O)(=O)N2CCN(c3ccccc3OC)CC2)cc1 returned D1 PAM -3&2, RXFP1 antag -2&-7, TRHR agonist -0.6&0.4, D1 antag 40&10, D2 ag 0.0&0.9, D1 ag 5&4, D2 antag 10, D2 potentiator -3&-11 and TRHR enhancer -2&0.

Among those listed so far, these have two or more sulfur atoms:
For Cc1ccc(-c2csc(N3CCC(NS(=O)(=O)c4ccc5c(c4)OCCO5)CC3)n2)cc1 the results were D1 PAM -4, RXFP1 antag -6, TRHR agonist 0.0, D1 antag 3, D2 ag -0.4, D1 ag 9, D2 antag 0, D2 potentiator 27 and TRHR enhancer 8.
Cc1c(Cl)cccc1NS(=O)(=O)c1cccc2nsnc12 was read as D1 PAM 4, RXFP1 antag -4, TRHR agonist 0.6, D1 antag -29, D2 ag -1.0, D1 ag 3, D2 antag -9, D2 potentiator 4 and TRHR enhancer -11.
`CCCC(C(=O)Nc1ccc(S(=O)(=O)Nc2nccs2)cc1)c1ccccc1` (configuration not stated) gave D1 PAM -4, RXFP1 antag -10, TRHR agonist -0.2, D1 antag 14, D1 ag 4 and TRHR enhancer -13.
CC(C)CCNC(=O)CN(C)S(=O)(=O)c1cccc2nsnc12 was read as D1 PAM -3, RXFP1 antag 7, TRHR agonist 0.2, D1 antag -9, D2 ag -0.1, D1 ag 2, D2 antag 1, D2 potentiator 3 and TRHR enhancer 4.
`CCN(CC(=O)NCc1cccs1)S(=O)(=O)c1ccc([N+](=O)[O-])cc1` gave D1 PAM -9, RXFP1 antag 14, TRHR agonist -0.5, D1 antag -6, D2 ag 0.7, D1 ag 2, D2 antag -14, D2 potentiator 2 and TRHR enhancer -3.

Three entries already listed, ordered by heavy-atom count, smallest number first:
CC(C)CCNC(=O)CN(C)S(=O)(=O)c1cccc2nsnc12 was read as D1 PAM -3, RXFP1 antag 7, TRHR agonist 0.2, D1 antag -9, D2 ag -0.1, D1 ag 2, D2 antag 1, D2 potentiator 3 and TRHR enhancer 4.
Screening CCn1c(SCC(=O)c2c(N)n(C)c(=O)n(C)c2=O)nnc1-c1ccccc1 returned D1 PAM -11, TRHR agonist 8.2, D1 antag -8, D2 ag 1.4, D1 ag 0, D2 antag 22, D2 potentiator 19 and TRHR enhancer 2.
Screening Cn1c(=O)c2c(nc(NCc3cccnc3)n2Cc2ccccc2Cl)n(C)c1=O returned D1 PAM 17, RXFP1 antag 0, TRHR agonist -0.1, D1 antag -3, D2 ag -1.4, D1 ag 1, D2 antag 13, D2 potentiator -14 and TRHR enhancer 3.
